# CCR6 antag = CCR6 (human) receptor antagonism; P51684; CHO-K1 CCR6 PathHunter beta-arrestin, luminescence, CCL20-stimulated; inhibition, % at 20 µM; actives 0.49% (n = 340,000); AID 493098;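 active = compounds whose inhibition of the agonist-driven luminescence signal at 20 µM reaches about 50%, limit read from the data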;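 note: cells stimulated with CCL20 at 14 nM final; plate controls were DMSO with CCL20 for no effect and DMSO without agonist for full effect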
# APJ agonist = agonists of human APJ apelin receptor; actives 0.11% (n = 330,000); CHO-K1 APJ PathHunter beta-arrestin, luminescence; 0% DMSO wells, 100% apelin; AID 2520; activation, % at 20 µM; P35414;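 active = activation more than six SD over the plate average, tested at 20 µM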;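 note: 0% = DMSO alone and 100% = apelin-13 at 10 nM; some results filed as inactive read as strong as hits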
# Target sequence (P35414 whole entry, looked up): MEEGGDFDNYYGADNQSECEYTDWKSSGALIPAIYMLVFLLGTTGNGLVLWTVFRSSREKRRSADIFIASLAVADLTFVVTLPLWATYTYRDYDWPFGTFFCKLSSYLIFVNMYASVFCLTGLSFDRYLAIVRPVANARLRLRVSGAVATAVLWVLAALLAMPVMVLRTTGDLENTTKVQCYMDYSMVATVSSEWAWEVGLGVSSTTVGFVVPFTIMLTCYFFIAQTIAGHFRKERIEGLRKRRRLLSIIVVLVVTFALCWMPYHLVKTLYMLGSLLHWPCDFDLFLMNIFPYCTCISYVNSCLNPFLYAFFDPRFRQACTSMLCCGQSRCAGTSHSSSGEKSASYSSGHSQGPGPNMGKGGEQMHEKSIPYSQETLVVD
#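 Assay system: CHO-K1 cells stably expressing ProLink-tagged human APJ and arrestin–beta-gal acceptor. Compound dosing: 20 µM single point, 1% DMSO. Times: 16-18 h seeding, 90 min dark compound exposure, 60 min detection. Detection: beta-gal luminescence. Evaluation: APJ–arrestin association signal. Controls: negative DMSO alone, positive Apelin-13 at 10 nM.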
# ATG4B inh = inhibitors of human ATG4B cysteine protease | ATG4B cleavage of LC3-PLA2, NBD-HPC fluorescence, 1 h | AID 504462 | inhibition, % at 8.33 µM | actives 0.51% (n = 340,000) | Q9Y4P1; in the data active = inhibition above about 40%
# UBC13 polyUb = human UBC13 polyubiquitination inhibition; UBC13 polyubiquitin chain formation, TR-FRET; actives 0.47% (n = 330,000); inhibition, % at 20 µM; P61088; in the data active = inhibition above about 45%, passing the limit was not always enough
# Target sequence (P61088 whole entry, looked up): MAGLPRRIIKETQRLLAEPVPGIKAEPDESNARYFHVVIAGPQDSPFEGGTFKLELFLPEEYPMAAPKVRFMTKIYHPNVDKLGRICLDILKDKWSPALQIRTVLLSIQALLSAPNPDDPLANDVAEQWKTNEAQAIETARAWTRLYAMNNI
# APJ antag = blocks the human apelin receptor APJ | actives 0.32% (n = 330,000) | P35414 | CHO-K1 APJ beta-arrestin complementation, luminescence | inhibition, % at 20 µM;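 active = inhibition above about 40% at 20 µM, limit read from the data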;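 note: cells challenged with 10 nM apelin-13 agonist together with compound; plate controls were apelin-13 plus DMSO wells for no effect and DMSO wells lacking apelin-13 for full effect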
# EBI2 antag = EBI2 (human) antagonism | EBI2 beta-arrestin recruitment, luminescence, 7a,25-OHC stimulated | inhibition, % at 5 µM | actives 0.81% (n = 360,000) | AID 651636; in the data active = inhibition above about 38%;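 note: enzyme fragment complementation signal reports receptor beta-arrestin coupling in cells; 0% = agonist plus DMSO wells and 100% = wells without agonist; some results beyond the cut were filed as inactive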
# Gli-Sufu block = blocks Gli-Sufu signaling in a luciferase reporter; Sufu-KO-LIGHT fibroblasts, Gli luciferase reporter luminescence; inhibition, % at 5 µM; actives 0.74% (n = 340,000);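 active = inhibition above about 55%, limit read from the data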;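 note: 0% = DMSO-treated cells and 100% = wells with medium but no cells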
# CXCR6 inh = inhibitors of human CXCR6 receptor | O00574 | CHO-K1 PathHunter CXCR6 beta-arrestin, luminescence | inhibition, % at 20 µM | actives 0.36% (n = 360,000) | AID 602244; in the data active = inhibition above about 34%, passing the limit was not always enough;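 note: antagonist mode with CXCL16 agonist at 10 nM final; 0% = 10 nM CXCL16 with DMSO and 100% = unstimulated wells without agonist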
# Target sequence (O00574 whole entry, looked up): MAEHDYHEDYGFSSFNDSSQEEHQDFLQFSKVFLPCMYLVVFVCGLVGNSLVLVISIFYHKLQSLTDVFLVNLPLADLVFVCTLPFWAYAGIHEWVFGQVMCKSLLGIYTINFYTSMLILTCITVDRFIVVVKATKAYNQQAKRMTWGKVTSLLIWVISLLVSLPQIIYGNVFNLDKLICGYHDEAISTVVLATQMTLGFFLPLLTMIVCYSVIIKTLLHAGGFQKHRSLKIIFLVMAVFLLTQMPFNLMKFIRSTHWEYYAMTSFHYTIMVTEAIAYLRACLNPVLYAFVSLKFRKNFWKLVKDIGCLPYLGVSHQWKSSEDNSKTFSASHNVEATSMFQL
# * = called active by the depositor; . = no result given.
SMILES,CCR6 antag,APJ agonist,ATG4B inh,UBC13 polyUb,APJ antag,EBI2 antag,Gli-Sufu block,CXCR6 inh
CC(C)Nc1oc(-c2cccc3ccccc23)nc1C#N,-8,-3,1,14,-14,0,-28,-5
COc1cc(-c2cc(-c3ccc(O)cc3)nc(N)c2C#N)ccc1O,5,-2,-16,23,11,-6,49,2
CCCNc1nc(C)cc(-c2cc(-c3ccccc3)on2)n1,-5,-4,1,15,22,17,-8,-9
N=c1c(S(=O)(=O)c2ccc(Br)cc2)cc2c(=O)n3ccccc3nc2n1C1CCCC1,4,-4,-1,-2,2,6,16,12
Cc1ccc(S(=O)(=O)NCC(c2ccco2)N2CCc3ccccc32)cc1 (stereo unspecified),27,7,1,-2,16,15,2,6
CC1CCN(C(=O)C(Cc2ccccc2)n2cccc2)CC1 (stereo unspecified),2,-4,3,6,18,0,-6,-8
Cn1c(C(=O)N2CCN(Cc3ccc4c(c3)OCO4)CC2)cc2c(=O)n(C)c3ccccc3c21,-7,-4,-6,8,15,8,6,6
N#Cc1cccnc1Oc1ccccc1,-8,-1,-1,9,-2,-11,9,6
O=C(O)c1ccc(COc2ccccc2C=C2C(=O)c3ccccc3C2=O)cc1,13,-3,-6,-43,8,-1,9,16
O=C(NCCc1c[nH]c2ccccc12)C(F)(F)C(F)F,-5,-5,-4,14,-9,6,-12,1
Cc1ccc(-c2csc(Nc3ccc(S(N)(=O)=O)cc3)n2)o1,-5,-2,-20,11,-7,-4,1,-4
COc1ccc(C2CC(=O)Oc3c(C(C)C)ccc(C)c32)cc1 (stereo unspecified),15,.,6,.,.,-5,1,-11
Cc1cccc(OCC(=O)NCC(=O)N/N=C/c2cc(Br)cc(Br)c2O)c1,10,-3,-4,-24,22,-1,28,45*
CCOC(=O)c1c(C)oc2cc(Sc3ccccc3)c(O)c(O)c12,11,1,-6,4,-17,5,.,-7
COCCCNC(=O)CCc1c(C)nc2c(-c3ccc(F)cc3)c(C)nn2c1C,3,-1,-10,-12,-17,-7,3,4
O=C(Cn1ncc2c(=O)oc3ccccc3c21)N(Cc1ccco1)C1CCCCC1,3,-1,-9,6,8,56*,3,0
N#Cc1ccc(-c2ccc(OCC(=O)NCCCN3CCCC3=O)cc2)cc1,-13,1,-8,17,-26,0,-4,-4
COc1cc(/C=N/NC(=O)C(=O)Nc2ccccn2)ccc1O,14,0,5,-8,5,-9,-3,-4
COc1ccc(COC(=O)NC(C(=O)O)c2ccccc2)cc1 (stereo unspecified),-3,5,6,2,13,-4,-2,-1
Cn1nnnc1SCC1=C(C(=O)O)N2C(=O)[C@@H](NC(=O)[C@H](O)c3ccccc3)[C@H]2SC1,2,-1,-9,-18,-7,-5,9,0
COc1ccc(/C=C2\SC(=S)N(CC(=O)OCC(=O)Nc3ccc(C)cc3Cl)C2=O)cc1,8,-6,-8,-14,0,-6,15,9
CN(CCO)S(=O)(=O)c1ccc2c(c1)C(=NNC(N)=O)c1cc(S(=O)(=O)N(C)CCO)ccc1-2,4,-1,-4,-30,-18,-14,4,-4
COCCN(C(=O)COC(=O)CCCOc1ccc(OC)cc1)c1c(N)n(Cc2ccccc2)c(=O)[nH]c1=O,7,4,-3,6,21,-8,-5,1
CC(=O)NC1(NC(C)=O)CCN(C)C(c2ccccc2)C1C (stereo unspecified),-5,1,-4,-3,15,5,-5,-6
COc1cccc(N2CCN(C(=S)Nc3ccccc3OC)CC2)c1,0,2,-2,-5,-15,-11,-24,3

# Next part:
SMILES,CCR6 antag,APJ agonist,ATG4B inh,UBC13 polyUb,APJ antag,EBI2 antag,Gli-Sufu block,CXCR6 inh
COc1ccccc1Nc1ncc(C(=O)N2CCC(C(N)=O)CC2)c2ccccc12,1,13,-1,-16,-16,-7,48,-10
O=c1[nH][nH]c2ccccc2c1=O,2,0,5,-3,7,-7,28,2
Cc1cccc(C)c1OCc1cc(C(=O)N2CCC[C@H]2C(N)=O)no1,18,-7,-2,3,6,0,-7,-2
Cc1noc(NS(=O)(=O)c2ccc(NC(=O)CC(C)C)cc2)c1C,6,-1,-21,-8,-1,7,0,-4
Cc1oc(-c2ccc(-c3ccccc3)cc2)nc1CN(C)C1CCOC1 (stereo unspecified),16,-2,-4,-1,-15,16,-75,2
CC(=O)Nc1ccc(S(=O)(=O)N=S(C)C)cc1,-1,-4,1,8,-11,-6,5,13
O=C(c1ccc2c(c1)OCO2)N1CCCN(C(=O)c2ccc3c(c2)OCO3)CC1,-19,-1,-1,-4,16,0,-3,-28
O=c1ccc(Cl)n[nH]1,-4,-1,11,-1,13,7,4,-3
CC(Nc1nc(-c2ccccc2O)nc2ccccc12)c1ccccc1 (stereo unspecified),8,0,-1,10,-14,22,4,0
O=c1onc(-c2c(F)cccc2F)n1-c1ccccc1Cl,-9,4,0,5,-38,5,5,-1
N=C(c1ccc([N+](=O)[O-])cc1)N1CCCCCC1,-1,-2,1,-5,-3,-10,-1,5
Cc1ccc(CNC(=S)NCc2ccncc2)cc1,8,-1,-5,-4,-8,-5,6,4
COc1cccc(NC(=O)CSc2ccc(-c3sc(C)nc3C)nn2)c1,0,10,-15,-7,1,-3,0,-22
O=C(c1ccccc1Oc1ccccc1)N1CCN(c2ccc(F)cc2)CC1,8,-7,-5,6,20,8,10,3
Cc1ccc(S(=O)(=O)N2[C@@H](c3ccc(F)cc3)C(C(=O)O)=CC[C@H]2c2ccc(C(C)C)cc2)cc1,2,1,-5,-42,-19,-5,-1,7
CCN(CC)C(=O)[C@H]1C[C@H](CC(=O)NC(C)(C)C)C(=O)N2CCc3c([nH]c4ccc(Cl)cc34)[C@]12C,5,.,-10,.,.,2,5,4
C/C=C(\C)C(=O)OC1c2c(ccc3ccc(=O)oc23)OC(C)(C)C1OC(C)=O (stereo unspecified),5,-2,-8,10,2,11,9,0
CCN(CC)c1ccc2cc(S(=O)(=O)c3ccc(C)cc3)c(=O)oc2c1,-10,-2,-7,20,-11,4,17,16
CC(C)N1CC(C(=O)Nc2ccc(Cl)c([N+](=O)[O-])c2)CC1=O (stereo unspecified),13,0,-3,-2,17,5,4,0
COc1ccc(NC(=O)NNC(=O)COc2ccc([N+](=O)[O-])c(C)c2)cc1OC,-2,-2,-4,-4,21,-4,-1,-4
CCOC(=O)N1CCc2c(sc3nc[nH]c(=O)c23)C1,-5,-2,-10,16,-6,4,2,6
N#C/C(=C\c1ccc(OCc2ccc(C(=O)O)cc2)cc1)C(=O)NCc1ccccc1,7,0,13,-7,3,0,13,-1
Brc1cnc(N2CCCC2)nc1N1CCOCC1,-8,-4,1,3,1,2,0,-3
O=C(N/N=C/c1cc(Cl)ccc1O)C(=O)Nc1ccccc1OC(F)(F)C(F)F,16,.,-2,.,.,39,55*,-11
O=C(COc1ccc(Br)cc1)OCc1nnc(-c2ccccc2)o1,4,-6,-21,5,-19,-5,6,-3

# Seven entries from above in a different format.
structure	CCR6 antag	APJ agonist	ATG4B inh	UBC13 polyUb	APJ antag	EBI2 antag	Gli-Sufu block	CXCR6 inh
N#Cc1ccc(-c2ccc(OCC(=O)NCCCN3CCCC3=O)cc2)cc1	-13	1	-8	17	-26	0	-4	-4
COc1cc(/C=N/NC(=O)C(=O)Nc2ccccn2)ccc1O	14	0	5	-8	5	-9	-3	-4
COc1ccc(COC(=O)NC(C(=O)O)c2ccccc2)cc1 (stereo unspecified)	-3	5	6	2	13	-4	-2	-1
Cn1nnnc1SCC1=C(C(=O)O)N2C(=O)[C@@H](NC(=O)[C@H](O)c3ccccc3)[C@H]2SC1	2	-1	-9	-18	-7	-5	9	0
COc1ccc(/C=C2\SC(=S)N(CC(=O)OCC(=O)Nc3ccc(C)cc3Cl)C2=O)cc1	8	-6	-8	-14	0	-6	15	9
CN(CCO)S(=O)(=O)c1ccc2c(c1)C(=NNC(N)=O)c1cc(S(=O)(=O)N(C)CCO)ccc1-2	4	-1	-4	-30	-18	-14	4	-4
COCCN(C(=O)COC(=O)CCCOc1ccc(OC)cc1)c1c(N)n(Cc2ccccc2)c(=O)[nH]c1=O	7	4	-3	6	21	-8	-5	1

# Going on with the list:
SMILES,CCR6 antag,APJ agonist,ATG4B inh,UBC13 polyUb,APJ antag,EBI2 antag,Gli-Sufu block,CXCR6 inh
CC1=CC(C)(C)Nc2cc(C)c(C)cc21,5,-3,6,3,15,8,7,-5
COCc1ccccc1Cn1cnc2c1c(=O)n(C)c(=O)n2C,18,-1,-3,12,8,0,-12,-15
CCOC(=O)c1c(SCc2ccccc2)n[nH]c1N,-6,2,-1,-4,11,5,8,2
O=C(CCN1CCc2ccccc2C(c2ccccc2)C1)c1ccc2c(c1)OCCO2 (stereo unspecified),-18,-3,8,16,3,11,3,1
O=C1OC2CC3CC1CC(O)(C3)C2 (stereo unspecified),3,-4,-6,-5,-10,2,0,1
O=C(N=Nc1c(O)[nH]c2ccc([N+](=O)[O-])cc12)c1cc(-c2ccccc2Cl)nc2ccccc12,65*,-2,4,-25,13,-1,0,36
Cc1ccc(N2CC(C(=O)Nc3cc(C)on3)CC2=O)cc1 (stereo unspecified),16,1,-5,0,9,8,17,5
CCOc1ccc2nc(NC(=O)c3ccc(OC)c(S(=O)(=O)N4CCOCC4)c3)sc2c1,-9,-1,-35,4,-14,12,9,-10
CCOc1ccc(N(CC(=O)NCc2ccc(OC)cc2)S(C)(=O)=O)cc1,23,-3,0,1,16,-1,-28,4
O=C(CSc1nnnn1-c1ccc2c(c1)OCCO2)N1CCc2ccccc21,12,-1,3,-8,13,4,-1,-3
COC(=O)C(Cc1cnc(Cl)s1)(C(=O)OC)c1ccc(C(F)(F)F)cc1[N+](=O)[O-],3,-2,4,6,-8,13,11,2
Cn1c(SCC(=O)Nc2sccc2C#N)nnc1-c1ccccc1,-5,-4,8,-2,12,-5,7,4
Cc1cc(N2CCN(c3nc(-c4ccc([N+](=O)[O-])cc4)cs3)CC2)c2ccccc2n1,-7,7,4,2,-30,36,63*,5
COC(=O)C1=C(CSc2nnnn2C)NC(=O)NC1c1cc(C)ccc1C (stereo unspecified),-4,-2,-7,-3,14,5,0,-2
CC1CN(CCOc2ccc(Cl)c(Cl)c2)CC(C)O1 (stereo unspecified),12,0,-3,-6,-18,6,3,3
CCc1nccn1S(=O)(=O)c1ccc2ccccc2c1,3,-5,-14,14,10,2,30,2
COc1ccc(C(C)n2c(C)c3c(C)nnc(C)c3c2C)cc1 (stereo unspecified),-5,-3,1,-2,19,11,13,3
COc1ccc(OC)c(N/C=C2/CCCCC2=O)c1,10,-3,8,-14,12,-2,-4,12
CC(=O)Nc1ccc(S(=O)(=O)N(C)CC(=O)OCC(=O)NC(C)C23CC4CC(CC(C4)C2)C3)cc1 (stereo unspecified),-6,-2,-19,3,-10,-16,-6,-20
COc1ccc(-c2cc3c(=O)n(CC(=O)NCc4ccccc4OC)ncn3n2)cc1,2,-5,8,-15,18,-3,-53,7
COc1ccc2c(c1)NC(c1cc(Cl)cc(Cl)c1O)c1cccn1-2 (stereo unspecified),-4,-3,0,5,2,-10,4,6
CCOc1ccc(NC(=O)c2cccc(NC(=O)c3ccccc3)c2)cc1,7,0,-11,-9,5,-1,-31,-1
O=C1NC(=O)c2c(Br)c(Br)c(Br)c(Br)c21,12,.,5,.,.,-15,9,0
Cc1c(CCOC(=O)C23CC4(C)CC(C)(CC(C)(C4)C2)C3)sc[n+]1CC(=O)c1ccccc1,25,-4,47*,70*,18,-21,35,6
CC(Oc1ccc2c(-c3ccccc3)cc(=O)oc2c1)C(=O)N[C@H](Cc1c[nH]c2ccccc12)C(=O)O (stereo partly specified),13,-3,-14,-11,-20,3,1,3
CCc1ccc(NC(=S)N(CCCN2CCN(C)CC2)Cc2cccs2)cc1,16,-1,-11,7,0,-3,13,8
O=C(O)c1cc(-c2cccnc2)nn1-c1ccccn1,2,-2,4,-3,6,4,-2,-7
COc1ccccc1C(=O)COC(=O)c1cnc(C)cn1,-6,4,5,5,14,-10,-5,-6
COc1cc([N+](=O)[O-])ccc1NC(=O)CN1CCc2cc(OC)c(OC)cc2C1,2,0,-5,-3,-4,-5,-7,-19

# Compound activity: PubChem, Sanford-Burnham Center for Chemical Genomics

# This is a random part of the collection; overall some 3% were active at least once.
